# Screening results (PubChem)
# AT treatment: candidate therapy for ataxia-telangiectasia. […] A-T fibroblasts, KAP-1 phosphorylation AlphaLISA; neocarzinostatin DNA damage 30 min before lysis. hit rate 0.19% among 320,000. AID 485349. Potency, µM (doses to about 57.5 µM), for the others: at the top dose activation, most hits filed as activators; further: potency means the concentration at half of the fitted maximal effect; % of control where 0% means no effect; nearly all actives have a fitted effect of over 45% in size
#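 ATM-like activity read as KAP-1 phosphorylation via AlphaLISA donor/acceptor antibody pairs after lysis and 6 hr at 25C. Cells were ATM-null patient fibroblasts ([…], hTERT), dosed 60 min, then exposed to the DSB inducer NCS for 30 min.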
# hERG WT inh: blocks the wildtype human KCNH2 potassium channel; Q12809; U2OS, BacMam KCNH2, thallium flux FluxOr; hits give low values; activity change, % at 1.84 µM; hit rate 0.37% among 340,000;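 active means maximum activity change below -70%; inconclusive means maximum activity change between -70% and -50%; inactive means maximum activity change above -50%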; further: on the % scale 0 is the no-effect control and ±100 the full control effect
# Target sequence (Q12809 whole entry, looked up): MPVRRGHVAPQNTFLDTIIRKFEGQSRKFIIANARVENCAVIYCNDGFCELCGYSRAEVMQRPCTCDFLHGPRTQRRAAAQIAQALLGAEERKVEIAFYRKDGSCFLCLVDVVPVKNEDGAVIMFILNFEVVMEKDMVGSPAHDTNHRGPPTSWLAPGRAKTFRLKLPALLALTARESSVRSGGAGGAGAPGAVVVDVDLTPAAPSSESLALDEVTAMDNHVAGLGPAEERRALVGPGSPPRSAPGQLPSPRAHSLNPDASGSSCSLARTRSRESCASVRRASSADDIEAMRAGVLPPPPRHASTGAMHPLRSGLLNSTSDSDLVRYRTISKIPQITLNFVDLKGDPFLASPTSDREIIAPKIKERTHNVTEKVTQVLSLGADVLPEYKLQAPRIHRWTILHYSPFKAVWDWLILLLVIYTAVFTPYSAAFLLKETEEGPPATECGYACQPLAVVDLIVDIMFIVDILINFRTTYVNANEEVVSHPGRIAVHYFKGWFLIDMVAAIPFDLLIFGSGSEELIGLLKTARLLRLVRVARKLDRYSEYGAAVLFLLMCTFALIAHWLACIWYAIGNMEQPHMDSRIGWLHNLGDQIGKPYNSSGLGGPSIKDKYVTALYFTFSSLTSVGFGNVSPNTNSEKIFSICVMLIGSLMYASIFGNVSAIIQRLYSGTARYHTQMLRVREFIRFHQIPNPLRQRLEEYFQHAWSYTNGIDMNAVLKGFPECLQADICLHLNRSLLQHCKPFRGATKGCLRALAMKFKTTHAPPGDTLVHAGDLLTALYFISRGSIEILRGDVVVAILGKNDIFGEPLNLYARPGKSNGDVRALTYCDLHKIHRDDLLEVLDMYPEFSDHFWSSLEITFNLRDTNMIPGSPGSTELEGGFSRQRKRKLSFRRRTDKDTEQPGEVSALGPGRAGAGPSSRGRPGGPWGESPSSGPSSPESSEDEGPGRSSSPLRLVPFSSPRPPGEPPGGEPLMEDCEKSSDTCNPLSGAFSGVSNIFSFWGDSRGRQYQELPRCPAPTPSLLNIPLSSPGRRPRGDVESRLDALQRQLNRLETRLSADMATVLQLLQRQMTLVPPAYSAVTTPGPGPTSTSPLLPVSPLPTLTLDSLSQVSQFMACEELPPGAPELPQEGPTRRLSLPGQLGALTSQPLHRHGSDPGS
#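 U2OS cells transduced with wild-type KCNH2 virus are loaded with FluxOr dye for 45 min, and thallium flux is measured in kinetic reads before and after stimulation buffer. Rate constants are normalized to DMSO controls.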
# Giardia killer: kills Giardia lamblia; activity change, % at 7.66 µM, hits read low; Giardia lamblia trophozoite viability; hit rate 0.15% among 340,000; in the data active means activity change below about -80%; inconclusive means between about -30% and that limit;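 further: parasites exposed to compound for two days anaerobically before the ATP read; on the % scale 0 is the no-effect control and ±100 the full control effect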
#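 Each well holds 100 Giardia trophozoites and compound. After two days (48 hrs) at 37 deg C in anaerobic conditions, ATP is quantified by luminescence.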
# TSHR antagonist: antagonists of human thyroid stimulating hormone receptor; TSHR-expressing cells, TSH-stimulated cAMP HTRF, 2 h; hits give low values; activity change, negative = inhibition, % at 11.5 µM; hit rate 0.2% among 330,000;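 active means activity change below a set negative limit, meaning inhibition stronger than a set level, cut at about -70% in these data; inconclusive means activity change between two set negative limits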; further: on the % scale 0 is the no-effect control and ±100 the full control effect
#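 TSHR-expressing cells, 200/well, pre-treated with compound, then stimulated with EC80 TSH (4nM final) for 2 hours at 37 deg C. cAMP measured by competitive HTRF: anti-cAMP cryptate antibody in lysis buffer plus cAMP-d2, read after 30 minutes at room temperature.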
# Coupling enz: inhibits coupling enzyme system, counter-screen for aldolase hits; coupling enzyme system counterscreen, AmpLite Red fluorescence; activity change, negative = inhibition, % at 58.2 µM, hits read low; hit rate 0.67% among 290,000; AID 2472; in the data active means activity change below about -30%; further: on the % scale 0 is the no-effect control and ±100 the full control effect
#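 Compounds tested against the coupling enzymes alone at 57.5 uM final; readout was AmpLite Red fluorescence (525/598 nm) after 20 min at RT.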
# GALK inh: blocks human galactokinase activity; P51570; Purified GALK, Kinase-Glo residual ATP luminescence; Potency, µM (top dose mostly 57.5 µM), without a hit: at the top dose activity change, negative = inhibition, actives largely listed as inhibitors; hit rate 0.007% among 270,000; AID 1868; further: potency means the concentration at half of the fitted maximal effect; on the % scale 0 is the no-effect control and ±100 the full control effect
#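 5 nM enzyme, 35 uM ATP, 100 uM galactose, 20 mM HEPES pH8.0, 5 mM MgCl2; 1 h RT; residual ATP by Kinase-Glo Plus luminescence, qHTS format.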
# BCR signal inh: chronic active BCR signaling inhibition | ABC-DLBCL IkBa-CBG/CBR reporter, luminescence ratio, 4 h | Potency, µM (highest dose often 46.1 µM), without a hit: top-dose ratio change, negative = lower green/red ratio, hits mostly inhibitors | hit rate 0.05% among 340,000; active means well fitted inhibition curve with a large enough effect in the signal ratio, with a control signal flat, not every such curve was filed as active; inconclusive means small, poorly fitted or top-dose-only effect, or effect the other way, or a change in a side signal; the % refers to the signal ratio;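 further: potency means the concentration at half of the fitted maximal effect; plate controls were basal doxycycline-induced cells for no effect and cells given 10 µM MG132 for full effect; MG132 reads +100%, hits lower the ratio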
#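 Doxycycline induced both beetle luciferases in TMD8 lymphoma cells; IKK-driven degradation limits the IkappaBalpha-fused green signal, while red luminescence normalises for cell number and nonspecific effects. Compounds tested up to 46 uM, 4 hrs.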
# TCR act: activators of T cell receptors. primary human leukocytes, anti-CD3, IL-2 HTRF, 48 h. Potency, µM (highest dose often 9.22 µM), inactives show top-dose activation of IL-2 secretion, most hits filed as activators. 330,000 tested, under 10 active; further: % of control where 0% means no effect
#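 Using a-CD3 beads without co-stimulation, primary human leukocytes were exposed to compounds for 48 hr. An HTRF IL-2 kit measured the cytokine, with europium-to-d2 energy transfer producing emission at 665nm upon 320nm excitation.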
# Tb PFK block: T. brucei PFK enzyme inhibition | O15648 | T. brucei PFK, ADP-Glo luminescence | Potency, µM (top dose mostly 57.5 µM), for the others: top-dose activity, negative = inhibition, hits mostly inhibitors | hit rate 0.17% among 330,000;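 further: potency means the concentration at half of the fitted maximal effect; 0% = uninhibited 1x PFK enzyme wells and -100% = no-enzyme wells; nearly all actives have a fitted effect of over 60% in size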
#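 Activity is normalized to no-enzyme wells (full inhibition) and 1.25 nM enzyme wells (no inhibition). Reaction: 0.5 mM F6P, 0.1 mM ATP, 45 min RT, ADP-Glo luminescence; concentration-response curves fitted and classed by quality.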
# CXXC DNA block: MLL CXXC-DNA interaction inhibition. MLL-CXXC / FITC-HOXA9 DNA fluorescence polarization. Potency, µM (highest dose often 115 µM), for inactives: at the top dose activity change, negative = inhibition, usual class: inhibitors. hit rate 0.037% among 290,000. AID 2662; active means well fitted inhibition curve with a large enough effect in the polarisation, with a control signal flat, not every such curve was filed as active; inconclusive means small, poorly fitted or top-dose-only effect, or effect the other way, or a change in a side signal; inactive means no such curve, though single readings can be large or run the other way; the % refers to the polarisation; further: potency means the concentration at half of the fitted maximal effect
#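 Purified MLL-CXXC (added from a 7 uM solution) was preincubated 5 min at ambient with pinned compounds in 50 mM Tris-HCl pH 7.5, 50 mM NaCl, 1 mM DTT, 0.05% BSA. Fluorescein-labeled HOX-A9 DNA (50 nM solution) followed, 30 min, then polarization read.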
# Numbers without * were called inactive; i = inactive; ? = inconclusive; . = not tested or not shown; [ ] = remark or other dose. Unless noted, the call rests on the fitted dose curve; in most records, active means well fitted curve in the direction sought with a large enough effect; inconclusive means small, poorly fitted or top-dose-only effect, or another doubt; inactive means no such curve, though single readings can be large; an effect the other way counts as inactive or inconclusive.
1	COc1ccc(Nc2nc(N)nc(CSC(=S)N3CCC(C)CC3)n2)cc1
2	Cc1ccc(Cn2c(=N)c(C(=O)NCC3CCCO3)cc3c(=O)n4ccccc4nc32)cc1 (stereo not drawn)
3	CCN(Cc1ccncc1)C(=O)Cc1cccs1
4	C(=N\NC1=Nc2cccc3cccc1c23)/c1cccnc1
5	O=C1c2ccccc2CN1CCSC(=S)N1CCOCC1
6	Cc1ccc2cc(C)c3nnc(SCC(=O)NCc4ccco4)n3c2c1

entry no.,1,2,3,4,5,6
AT treatment,-7%,3%,-1%,-34%,8%,-4%
hERG WT inh,-7,-16,-2,-1,33,10
Giardia killer,13,1,-2,-15,3,-1
TSHR antagonist,5,1,14,-5,-6,-7
Coupling enz,-7,-2,-2,-21,0,1
GALK inh,1%,-4%,-3%,11%,-3%,3%
BCR signal inh,-15%,1%,5%,?,-2%,5%
TCR act,-7%[46.1 µM],2%,0%,-1%,-7%[46.1 µM],7%
Tb PFK block,0%,0%,2%,-5%,3%,?
CXXC DNA block,7%,31%[activator],12%,18%,-5%,-19%

7	CCOC(=O)c1nnn(-c2nonc2N)c1CSc1nnc(N)s1
8	CCCCn1c(N)c(N(CCOC)C(=O)CCC2CCCCC2)c(=O)[nH]c1=O
9	CCC(C)[C@H](N)c1nnc(SCC(=O)Nc2cccc(Cl)c2)o1 (stereo partly drawn)
10	CC(OC(=O)c1cccc(S(=O)(=O)N2CCCCC2)c1)C(=O)NC1CCCCC1C (stereo not drawn)
11	CCC(c1nc2ccccc2c(=O)n1CCCn1ccnc1)N1C(=O)c2ccccc2C1=O (stereo not drawn)
12	O=C(O)CC/C(=N/NC(=O)c1cn(-c2ccccc2)nc1-c1ccccc1)C(=O)O

entry no.,7,8,9,10,11,12
AT treatment,-7%,3%,2%,6%,-4%,-1%
hERG WT inh,-2,-2,-9,8,23,.
Giardia killer,-5,26,-19,11,1,-20
TSHR antagonist,2,-5,-5,5,6,13
Coupling enz,1,.,3,.,3,-1
GALK inh,1%,.,0%,-2%,-3%,1%
BCR signal inh,5%,-1%,7%,1%,-2%,1%
TCR act,-3%,9%,4%,0%,8%,2%[46.1 µM]
Tb PFK block,-5%,-3%,1%,2%,-8%,-1%
CXXC DNA block,-5%,.,3%,-1%,-8%,-2%

# Part of the list above, tab-delimited:
item	Molecule	AT treatment	hERG WT inh	Giardia killer	TSHR antagonist	Coupling enz	GALK inh	BCR signal inh	TCR act	Tb PFK block	CXXC DNA block
6	Cc1ccc2cc(C)c3nnc(SCC(=O)NCc4ccco4)n3c2c1	-4%	10	-1	-7	1	3%	5%	7%	?	-19%
7	CCOC(=O)c1nnn(-c2nonc2N)c1CSc1nnc(N)s1	-7%	-2	-5	2	1	1%	5%	-3%	-5%	-5%
8	CCCCn1c(N)c(N(CCOC)C(=O)CCC2CCCCC2)c(=O)[nH]c1=O	3%	-2	26	-5	.	.	-1%	9%	-3%	.
9	CCC(C)[C@H](N)c1nnc(SCC(=O)Nc2cccc(Cl)c2)o1 (stereo partly drawn)	2%	-9	-19	-5	3	0%	7%	4%	1%	3%
10	CC(OC(=O)c1cccc(S(=O)(=O)N2CCCCC2)c1)C(=O)NC1CCCCC1C (stereo not drawn)	6%	8	11	5	.	-2%	1%	0%	2%	-1%
11	CCC(c1nc2ccccc2c(=O)n1CCCn1ccnc1)N1C(=O)c2ccccc2C1=O (stereo not drawn)	-4%	23	1	6	3	-3%	-2%	8%	-8%	-8%
12	O=C(O)CC/C(=N/NC(=O)c1cn(-c2ccccc2)nc1-c1ccccc1)C(=O)O	-1%	.	-20	13	-1	1%	1%	2%[46.1 µM]	-1%	-2%

# (cont.)
13	COc1ccc(CNC(=O)C(C)OC(=O)C23CC4CC(CC(O)(C4)C2)C3)cc1 (stereo not drawn)
14	Nc1ncc(Br)cc1S(=O)(=O)N1CCCCCC1
15	O=C(CSc1nnnn1C1CCCC1)NCc1ccc2c(c1)OCO2
16	Cc1noc(C)c1S(=O)(=O)N1CCCC(C(=O)NCCc2ccccc2)C1 (stereo not drawn)
17	O=C(N/N=C/c1ccc(OC(F)F)cc1OC(F)F)c1ccc(Br)cc1
18	Cc1ccccc1CS(=O)(=O)CCC(=O)NCc1ccccn1

entry no.,13,14,15,16,17,18
AT treatment,5%,6%,2%,1%,.,-8%
hERG WT inh,-3,-12,-3,-7,24,-10
Giardia killer,5,-3,-4,12,-6,22
TSHR antagonist,13,-10,-6,7,29,-11
Coupling enz,-1,.,0,6,-4,0
GALK inh,.,3%,0%,1%,0%,-2%
BCR signal inh,?,-1%,5%,5%,-13%,-4%
TCR act,4%[46.1 µM],2%,-1%,-6%,0%[46.1 µM],1%
Tb PFK block,1%,0%,1%,2%,2%,-4%
CXXC DNA block,1%,32%,4%,-8%,5%,-1%

19	COC(=O)c1ccc(C2=NOC(C)(c3sc(-c4ccc(Cl)cc4)nc3C)C2)cc1 (stereo not drawn)
20	CCOC(=O)c1oc2ccccc2c1NC(=O)c1ccc2c(c1)OCO2
21	COc1ccc(-c2nc3cc(C)ccn3c2NC2CCCCC2)cc1SC1CCCCC1
22	C[C@@H]1CN([C@H](C)CO)C(=O)c2cccc(NC(=O)NC3CCCCC3)c2O[C@@H]1CN(C)C(=O)Nc1ccc(C(F)(F)F)cc1
23	COC(=O)c1cc(-c2ccc(OC)cc2)nc2nc(SC)[nH]c(=O)c12
24	O=C(Nc1ccc(F)cc1)Nc1cc(S(=O)(=O)N2CCOCC2)ccc1N1CCCC1

entry no.,19,20,21,22,23,24
AT treatment,-10%,-4%,12%,.,-6%,12%
hERG WT inh,-1,-4,.,-46,1,5
Giardia killer,-5,2,-18,0,21,9
TSHR antagonist,11,0,-14,-3,-11,1
Coupling enz,2,2,.,.,3,1
GALK inh,4%,-1%,.,.,11%,0%
BCR signal inh,0%,1%,?,?,5%,?
TCR act,0%,3%,-3%,5%,-18%,-8%
Tb PFK block,-6%,-1%[0.46 µM],-1%,-2%,-1%,2%
CXXC DNA block,13%,0%,.,.,-5%,0%

25	Cc1cccn2c(=O)c(/C=C(\C#N)C(=O)NCc3ccco3)c(N3CCCC(C)C3)nc12 (stereo not drawn)
26	CC(C)CC(=O)NCc1ccc(F)cc1
27	Cc1cc2occ(CC(=O)NC3(C)CCS(=O)(=O)C3)c2cc1C (stereo not drawn)
28	COC(=O)c1c(NS(=O)(=O)c2ccccc2)csc1C
29	O=C(C[n+]1cccc(Br)c1)c1ccc(-c2ccccc2)cc1
30	CCOCCCNC(=O)c1ccc(-n2c(=S)[nH]c3ccccc3c2=O)cc1

entry no.,25,26,27,28,29,30
AT treatment,-2%,4%,-3%,3%,0%,4%
hERG WT inh,-7,-9,-4,-2,-4,-1
Giardia killer,19,-2,9,-14,-28,10
TSHR antagonist,-15,5,6,-8,-11,0
Coupling enz,2,0,1,-34*,-1,2
GALK inh,0%,0%,6%,7%,1%,0%
BCR signal inh,?,?,1%,-3%,11%,-3%
TCR act,-5%[46.1 µM],-6%,-5%,5%,-7%,3%
Tb PFK block,-1%,-6%,-1%,-3%,5%,-2%
CXXC DNA block,12%,1%,2%,-5%,0%,4%

31	CC(C)NS(=O)(=O)c1ccc(OCC(=O)N2CCN(c3ccccc3)CC2)cc1
32	COc1ccc(/C=N/N=C2/C(=O)Nc3ccccc32)cc1O
33	Cc1ccc(-c2ccc3nnc(SCC(N)=O)n3n2)cc1
34	CN(CC(=O)Nc1ccccc1Br)C(=O)CN1CCN(Cc2ccc(Cl)cc2)CC1
35	CCOc1ccc(NC2=C(Cl)C(=O)N(C3CCCCC3)C2=O)cc1
36	CCC(CC)=C(C#N)C(=O)NC1CCCCC1
37	CCCCc1ccc(NC(=S)NCCCN2CCOCC2)cc1

entry no.,31,32,33,34,35,36,37
AT treatment,1%,-3%,-2%,5%,-2%,22%,1%
hERG WT inh,i,-6,-5,1,5,-3,-4
Giardia killer,4,-15,-7,1,14,15,0
TSHR antagonist,0,9,9,-3,-15,2,0
Coupling enz,1,1,1,.,-2,7,0
GALK inh,0%,0%,9%,.,1%,2%,0%
BCR signal inh,5%,?,1%,-2%,2%,-1%,-4%
TCR act,10%,-4%,6%,.,-7%[46.1 µM],8%[46.1 µM],-9%
Tb PFK block,2%,4%,0%,-1%,-4%,9%,-3%
CXXC DNA block,-1%,5%,7%,.,4%,1%,0%
